# Screens: PubChem BioAssay, National Center for Advancing Translational Sciences (NCATS)
# ALDH1A1 block: blocks purified human ALDH1A1 activity | Potency, µM (titrated, usually from 75.3 µM), for inactives: at the top dose activity, negative = inhibition, hits mostly inhibitors | Purified ALDH1A1, NADH fluorescence, propionaldehyde substrate | P00352 | 220,000 compounds, 7.3% hits; active = well fitted inhibition curve with a large enough effect, not every such curve was filed as active; inconclusive = small, poorly fitted or top-dose-only effect, or another doubt; inactive = no such curve, though single readings can be large or run the other way;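 also: plate controls were no enzyme wells and a reference inhibitor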
# Target sequence (P00352 whole entry, looked up): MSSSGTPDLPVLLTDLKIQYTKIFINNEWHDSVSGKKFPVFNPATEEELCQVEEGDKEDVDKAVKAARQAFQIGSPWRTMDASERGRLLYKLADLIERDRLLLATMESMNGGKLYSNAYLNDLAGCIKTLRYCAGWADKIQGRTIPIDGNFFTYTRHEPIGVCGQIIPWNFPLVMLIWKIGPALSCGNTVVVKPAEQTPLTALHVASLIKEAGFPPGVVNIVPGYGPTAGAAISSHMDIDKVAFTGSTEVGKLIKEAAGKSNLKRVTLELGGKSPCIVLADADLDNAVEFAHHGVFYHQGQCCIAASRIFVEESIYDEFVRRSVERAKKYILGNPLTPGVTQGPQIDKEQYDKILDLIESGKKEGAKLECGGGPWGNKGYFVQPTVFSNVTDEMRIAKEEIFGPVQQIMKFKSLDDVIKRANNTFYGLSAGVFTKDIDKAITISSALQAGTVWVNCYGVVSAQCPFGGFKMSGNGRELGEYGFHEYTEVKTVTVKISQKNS
# SMN2 splice up: increases expression of the SMN2 splice variant. HEK293 SMN2-luciferase splicing reporter, luminescence, 30-36 h. Potency, µM (doses to about 46.1 µM), for the others: top-dose activity change, positive = activation, most hits filed as activators. 210,000 compounds, 2.8% hits; also: % of control where 0% means no effect; nearly all actives have a fitted effect of over 55% in size
#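 qHTS luciferase splicing reporter: luminescence rises when SMN2 exon 7 is included in transfected HEK293 cells. Compound exposure lasted 30-36 h at 37C, with 4.5 mM final sodium butyrate as control, followed by a ONE-Glo read.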
# JMJD2E inh: JMJD2E (human) inhibition. 230,000 compounds, 1.6% hits. AID 2147. JMJD2E catalytic domain, FDH-coupled NADH fluorescence (FDH is formaldehyde dehydrogenase). B2RXH2. Potency, µM (titrated, usually from 57.1 µM), for inactives: at the highest dose activity change, negative = inhibition, hits mostly inhibitors; active = well fitted inhibition curve with a large enough effect, not every such curve was filed as active; inconclusive = small, poorly fitted or top-dose-only effect, or another doubt; inactive = no such curve, though single readings can be large or run the other way;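 also: 0% = wells with enzyme and -100% = buffer wells without enzyme; nearly all actives have a fitted effect of over 50% in size; many of its hits are not listed in these tables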
# TexasRed fluor: Texas Red fluorescence interference in TRb-SRC2 counter-screen; TRb/SRC2 Texas Red total fluorescence interference; Potency, µM (titrated, usually from 106 µM), inactives show at the highest dose fluorescence change, negative = quenching; 280,000 compounds, 0.29% hits; AID 1479; active = well fitted curve in either direction with a large enough effect; inconclusive = small, poorly fitted or top-dose-only effect; also: % is scaled to controls: 0 for no effect and ±100 for the full control effect
#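 Flags fluorescent or light-absorbing compounds by total fluorescence, S + 2P, at 555 nm excitation and 632 nm emission. Mixture: 20 nM Texas Red SRC2 peptide, 0.6 uM human TRb LBD, 1 uM T3, 5% DMSO; compound exposure 5 h at ambient temperature.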
# TRb SRC2 PPI: TRbeta-SRC2 interaction inhibition | TRbeta-SRC2 peptide binding, fluorescence polarization; receptor liganded with 1 µM T3 | 280,000 compounds, 0.065% hits | AID 1469 | P10828 | Potency, µM (doses to about 106 µM), for the others: at the highest dose activity change, negative = inhibition, most hits filed as inhibitors;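 also: plate controls were bound peptide for no effect and peptide without receptor for full effect; nearly all actives have a fitted effect of over 50% in size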
# Target sequence (P10828 whole entry, looked up): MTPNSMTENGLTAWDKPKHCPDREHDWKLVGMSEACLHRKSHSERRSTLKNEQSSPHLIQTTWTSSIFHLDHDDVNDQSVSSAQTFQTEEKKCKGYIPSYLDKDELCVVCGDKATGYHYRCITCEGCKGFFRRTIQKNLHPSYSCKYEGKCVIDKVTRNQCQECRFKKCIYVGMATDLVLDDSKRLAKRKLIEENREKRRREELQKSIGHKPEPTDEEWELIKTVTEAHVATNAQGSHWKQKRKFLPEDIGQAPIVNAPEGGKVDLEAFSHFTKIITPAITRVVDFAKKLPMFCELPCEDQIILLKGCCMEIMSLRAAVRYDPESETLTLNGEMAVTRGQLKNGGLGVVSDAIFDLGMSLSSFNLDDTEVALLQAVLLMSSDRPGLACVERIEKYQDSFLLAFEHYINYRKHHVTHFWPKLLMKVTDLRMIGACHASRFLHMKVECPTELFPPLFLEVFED
#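 TRb LBD 0.6 uM + Texas Red SRC2 peptide 20 nM, 1 uM T3, Tris buffer w/ 5% DMSO; compound pinned, 5 h RT; FP read ex 555/em 632; normalized to unbound and bound controls.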
# RECQ1 inh: blocks DNA unwinding by human RECQ1. Potency, µM (top dose mostly 57.3 µM), for inactives: top-dose activity, negative = inhibition, actives largely listed as inhibitors. P46063. RECQ1 DNA unwinding, red fluorescence kinetic read. 240,000 compounds, 0.54% hits;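 also: plate controls were vehicle for no effect and no enzyme for full effect; nearly all actives have a fitted effect of over 30% in size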
#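 50 nM RECQ1T1 preincubated 15 min with compound in Tris pH 8.0 buffer with MgCl2, DTT, Tween-20 and 2.5 ug/ml poly(dI-dC); started with 200 nM TAMRA/BHQ-2 forked duplex and 2 mM ATP. Unwinding read as fluorescence (525/598 nm), two reads 2 h apart.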
# Lamin A splicing: modulators of lamin A splicing; Potency, µM (series often up to 46.1 µM), without a hit: top-dose ratio change, negative = inhibition, most hits filed as inhibitors; HeLa LMNA splicing GFP/RFP minigene ratio, 48 h; 200,000 compounds, 0.01% hits; active = well fitted inhibition curve with a large enough effect in the signal ratio, with a control signal flat, not every such curve was filed as active; inconclusive = small, poorly fitted or top-dose-only effect, or effect the other way, or a change in a side signal; the % refers to the signal ratio; also: % is scaled to controls: 0 for no effect and ±100 for the full control effect
#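 S3 HeLa cells stably expressing lamin A-EGFP splicing minigene plus DsRed2, 600 cells/well, 48 h compound exposure at 37C. Laser-scanning cytometry; analysed as GFP (500-530 nm)/RFP (575-640 nm) total intensity ratio; 0.5% DMSO vehicle.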
# RGS12 GoLoco inh: RGS12 GoLoco-Gai1 interaction inhibition; AID 880; P63096; Potency, µM (doses to about 61.6 µM), without a hit: at the top dose activity, negative = inhibition, actives largely listed as inhibitors; Gai1:RGS12 GoLoco peptide FP, rhodamine, 10 min; 230,000 compounds, 0.44% hits; active = well fitted inhibition curve with a large enough effect, not every such curve was filed as active; inactive = no such curve, though single readings can be large or run the other way; also: % is scaled to controls: 0 for no effect and ±100 for the full control effect; nearly all actives have a fitted effect of over 30% in size; many of its hits are not listed in these tables
# Starred values were filed as active, the others as inactive; i = inactive; ? = inconclusive; . = not tested or not shown; & = joins results of further samples; [ ] = remark or other dose. Unless noted, calls follow the shape of the dose curve; as a rule, active = well fitted curve in the direction sought with a large enough effect; inconclusive = small, poorly fitted or top-dose-only effect, or another doubt; inactive = no such curve, though single readings can be large; an effect the other way counts as inactive or inconclusive. Potency is read from the fitted curve at half-maximal effect.
SMILES | ALDH1A1 block | SMN2 splice up | JMJD2E inh | TexasRed fluor | TRb SRC2 PPI | RECQ1 inh | Lamin A splicing | RGS12 GoLoco inh
O=c1cc(O)c2c(=O)n(C3CCCCC3)c3ccccc3c2o1 | -9% | -20% | -13% | -2% | -6% | -13% | 6% | 80%[activator]
CCOC(=O)C1CCN(C(=O)c2sc3nc(C)nc(N4CCC(C)CC4)c3c2C)CC1 | -1% | -10% | -4% | -2% | -1% | -4% | 6% | -15%
Cc1ccccc1NC(=O)c1ccc2c(c1)C(=O)N(CCC(C)C)C2=O | ? | -19% | -2% | -1% | 0% | i | 3% | -14%
Cc1cccc(N(Cc2cc3ccccc3[nH]c2=O)S(C)(=O)=O)c1 | 24µM* | . | 4% | -2% | -2% | -11% | . | -11%
CCOC(=O)C1CCN(S(=O)(=O)Cc2ccccc2)CC1 | -1% | 8% | -2% | -7% | 3% | i | 6% | 5%
Cn1c(SCC(=O)NCc2ccc3c(c2)OCO3)nc2scc(-c3cccs3)c2c1=O | 12% | -19% | 17% | -2% | 0% | -5% | -11% | 8%
COc1ccc(Cn2c(S(=O)(=O)CC(N)=O)nc3ccccc32)cc1[N+](=O)[O-] | 7.1µM* | . | -10% | -1% | -4% | i | . | 7%
CCOC(=O)C(CCCOc1cccc(OC)c1)C(=O)OCC | ? | -8% | 1% | -2% | -6% | -5% | 6% | -11%
O=C(Nc1ccn(Cc2c(F)c(F)cc(F)c2F)n1)c1ccc(COc2ccc(Cl)cc2Cl)o1 | ? | -30%[inhibitor] | -29% | 0% | 0% | -7% | ? | -3%
COCCCN=C1NN=C(c2cc(C)n(-c3ccccc3)c2C)CS1 | 8.9µM* | -63%[inhibitor] | -5% | 0% | -9% | -3% | ? | 25%
O=C(c1ccc(CNc2c(N3CCCC3)c(=O)c2=O)cc1)N1CC=C(c2ccccc2)CC1 | . | . | 1% | -5% | 1% | -9% | . | -5%
O=C(CSc1ccc2nnc(-c3ccccn3)n2n1)Nc1nccs1 | 5% | -8% | -1% | -1% | 1% | -4% | -3%[9.22 µM] | 11%
CN(C)C(=S)N=Nc1[nH]c2ccccc2c1O | ? | ? | 18% | -1% | 2% | i | ? | -5%
Nc1nc(O)c(CC(=O)O)s1 | 3% | . | -7% | 0% | -6% | -11% | 14%[46 µM] | 10%
COc1ccc(CN2CCNC(=O)C2CC(=O)NCc2cn3ccc(C)cc3n2)c(OC)c1 (stereo not given) | ? | . | ? | 0% | 1% | i | 21%[46 µM] | 7%
CN(Cc1ccccc1)C(=O)COC(=O)/C=C/c1ccco1 | ? | -30% | -7% | 1% | -14% | -27% | 19%[9.22 µM] | 0%
CC1(C)CC(=O)C(C=NCc2cccnc2)=C(O)C1 | -3% | 11% | -2% | -2% | 1% | i | 3% | 7%
O=C(/C=C/c1ccncc1)c1ccc2c(c1)OCCO2 | 0.89µM* | . | 5% | -1% | 7% | -2% | . | -2%
Cc1nc2cc(C(F)(F)F)ccc2n1C1CCN(CC(=O)N2CCCC2)CC1 | 11% | . | 6% | -1% | -4% | i | 8%[46 µM] | 12%
N#C/C(=C\c1cccc(O)c1)C(=O)Nc1ccc2c(c1)OCCO2 | 2% | . | 1% | -7% | -8% | -15% | ? | 1%
OC[C@H]1O[C@@H](n2cnc3c(NCc4ccccc4)ncnc32)[C@H](O)[C@@H]1O | 6% | . | 3% | -1% | -10% | 0% | . | 1%
O=C(Nc1cccc(C(=O)O)c1)/C(=C\c1ccc2c(c1)OCO2)NC(=O)c1ccccc1 | -5% | -12% | -9% | 0% | 6% | i | . | 3%
COc1ccc(OCCCC(=O)Nc2nc(C)c(C(C)=O)s2)cc1 | -6% | . | 0% | 1%[53 µM] | 1%[53 µM] | 3% | 27%[46 µM] | 6%
N#C/C(=C\c1ccc(O)cc1)c1nc2ccccc2o1 | . | . | -5% | -3% | 3% | -12% | . | 13%
Cc1ccc(NC(=O)c2ccccc2N(C)S(C)(=O)=O)cc1C | -16% | -31% | 7% | 3% | -1% | -3% | -10% | 15%
Cc1ccc2nc(N3CCN(S(=O)(=O)c4ccc5c(c4)OCCO5)CC3)c(C#N)cc2c1 | ? | -35%[inhibitor] | ? | 1% | 3% | -8% | -2% | 20%
O=C(NCCOCc1ccc(Cl)cc1)c1ncn[nH]1 | 10% | -3% | 4% | -2% | -3% | i | ? | 7%
CCCC/C(C)=N/NC(=O)NC1CCCCC1 | 1% | 19% | -1% | 0% | -4% | -14% | -5% | 0%
CS(=O)(=O)N(CC(=O)Nc1ccccc1-c1ccccc1)c1cccc(F)c1 | 1% | 2% | -10% | -2% | -6% | i | . | 12%
Cc1cc(C)cc(NC(=O)CN2CCN(CCN=CC3=C(O)CC(c4ccc(Cl)cc4)CC3=O)CC2)c1 (stereo not given) | 1% | -6% | 3% | 1% | 6% | i | -15%[46 µM] | 8%
Cc1noc(C)c1-c1nccc(NCc2cccnc2)n1 | -1% | 30% | -20% | -3% | 9% | 8% | -16% | -8%
O=C(NN=C1CCCCCC1)c1c[nH]c2ccccc12 | ? | 7% | 43%[activator] | -2% | -1% | -12% | ? | 8%
NS(=O)(=O)c1cccc(NC(=S)NCc2ccc3c(c2)OCO3)c1 | ? | -4% | -5% | 0% | 3% | 2% | . | -11%
O=C(CSCc1c(Cl)cccc1Cl)NCc1ccco1 | ? | -9% | 6% | -1% | -11% | -8% | 3% | -11%
COc1ccc(NC(=O)C(NC(C)=O)C(=O)NCc2ccccc2Cl)cc1 (stereo not given) | 7% | -9% | -3% | 0% | -7% | 5% | -12% | 4%
O=c1cc(O)c(-c2ccc(Cl)cc2)c(Cl)[nH]1 | . | . | -3% | -2% | -2% | -13% | . | 6%
O=C1c2cc(F)ccc2OC2(CCNCC2)C12CC(c1ccccc1)=NO2 (stereo not given) | . | . | 5% | -2% | -6% | 2% | . | 4%
Nc1nc2c(ncn2C2OC(CO)CC2O)c(=O)[nH]1 (stereo not given) | 2% | -7% | 6% | 0% | 1% | 0% | -11% | 4%
Cc1ccc(Nc2cc(C)c3c(O)cccc3n2)cc1C | . | . | ? | -1% | -7% | 14% | . | -5%
Cc1ccc(NC(=O)COc2ccccc2CNC(C)(C)CC(C)(C)C)cc1 | 6% | 17% | 5% | 1% | -17% | 4% | -15% | 9%
COc1cc(/C=C2\SC(=O)NC2=O)ccc1Oc1ccc([N+](=O)[O-])cc1[N+](=O)[O-] | ? | -36%[inhibitor] | -6% | -9% | -17% | -11% | ? | -7%
COc1cc(OC)cc(-c2ncc3ccccn23)c1 | ? | -6% | ? | 1% | 5% | 6% | -6% | 55%[activator]
Cn1c(SCC(=O)NCC2CCCO2)nnc1-c1ccc(S(=O)(=O)N2CCCC2)cc1 (stereo not given) | ? | -5% | ? | -1% | -15% | -7% | ? | 1%
Nc1ccc(Sc2ccc([N+](=O)[O-])cc2)cc1 | -7% | 1% | -1% | -1% | -3% | 0% | . | 6%
COC(=O)c1cccc(S(=O)(=O)N2CCC(C)CC2)c1 | ? | 22% | ? | 1% | -4% | i | -6% | 5%
O=C(NCCc1ccccn1)c1cccnc1Oc1ccc(Cl)cc1 | 10% | . | -17% | -5% | -3% | i | -5%[46 µM] | -3%
Cc1ccc(NC(=S)N(CCCN2CCOCC2)Cc2ccccn2)cc1 | 4% | -2% | 6% | 1% | -1% | 6% | ? | 6%
O=C(Cc1ccccc1)Nc1ccc2c(c1)C(=O)N(CC1CCCO1)C2=O (stereo not given) | ? | 3% | ? | -5% | 3% | i | -13%[46 µM] | 5%
CCn1c(=O)cc(SCC(=O)NCc2ccc(C)cc2)c2ccccc21 | -1% | -13% | ? | 5%&-4% | 0%&-3% | i | -22% | -3%
COc1ccc(/C=c2/sc3n(c2=O)C(c2ccccc2OC)C2=C(N=3)c3ccccc3CC2)cc1O (stereo not given) | 5% | -18% | -10% | 1% | -5% | -16% | ? | 10%
NC(=O)CCC(=O)N1CCCC(C(=O)c2ccc3c4c(cccc24)CC3)C1 (stereo not given) | ? | -1% | ? | 2% | 0% | 25% | 19%[46 µM] | 11%
Oc1c(C(c2ccco2)N2CCC3(CC2)OCCO3)sc2ncnn12 (stereo not given) | -11% | 3% | ? | 1% | 6% | -13% | 8% | 4%
COc1ncc2nc(CCc3ccccc3)c(=O)n(C)c2n1 | ? | 14µM* | . | . | . | i | . | 13%
Cc1ccccc1-n1cc[nH]c1=S | ? | . | -17% | -5% | -7% | i | . | 2%
Cc1nc(CCN2C(=O)c3ccccc3C2=O)cs1 | -5% | -14% | 5% | -1% | 7% | -4% | -1% | 3%
CCCC(=O)Oc1c(S(=O)(=O)c2ccc(C)cc2)c(C)nn1C(C)(C)C | -10% | -37%[inhibitor] | -7% | 1% | 1% | -2% | . | -6%
CC(C)(C)NC(=O)COC(=O)c1ccc(O)cc1 | 6% | 9% | 2% | 0% | -1% | 3% | -11% | 15%

# Compound profiles (already shown). Screens in order: ALDH1A1 block	SMN2 splice up	JMJD2E inh	TexasRed fluor	TRb SRC2 PPI	RECQ1 inh	Lamin A splicing	RGS12 GoLoco inh
# `COc1ncc2nc(CCc3ccccc3)c(=O)n(C)c2n1` as listed: ?	14µM*	.	.	.	i	.	13%
# `COc1ccc(/C=c2/sc3n(c2=O)C(c2ccccc2OC)C2=C(N=3)c3ccccc3CC2)cc1O` (stereo not given) as listed: 5%	-18%	-10%	1%	-5%	-16%	?	10%

# A few values from the list:
# SMN2 splice up, `COc1ncc2nc(CCc3ccccc3)c(=O)n(C)c2n1` stands at 14µM*
# RECQ1 inh, `CC(C)(C)NC(=O)COC(=O)c1ccc(O)cc1` stands at 3%
# JMJD2E inh, `COc1ccc(/C=c2/sc3n(c2=O)C(c2ccccc2OC)C2=C(N=3)c3ccccc3CC2)cc1O` (stereo not given) stands at -10%
# RECQ1 inh, `NC(=O)CCC(=O)N1CCCC(C(=O)c2ccc3c4c(cccc24)CC3)C1` (stereo not given) stands at 25%

# Only part of the results is shown. The share of hits here may be higher or lower than overall.
